Assay outcomes deposited in PubChem BioAssay by NCI.
cln2 rad14 – NCI yeast anticancer drug screen, S. cerevisiae cln2 rad14 strain. growth inhibition, % at 50 µM. 8.3% of 78,000 active;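 also: 0% = growth of vehicle-only cultures of the same strain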
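The screen exposed genetically defined yeast (cln2 rad14) to test compounds and scored growth inhibition relative to vehicle-treated controls.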
sgs1 mgt1 – NCI yeast anticancer drug screen, S. cerevisiae sgs1 mgt1 strain; growth inhibition, % at 50 µM; 10% of 78,000 active;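 also: 0% = growth of vehicle-only cultures of the same strain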
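Compounds are added to genetically altered yeast, and growth is compared with cultures given vehicle alone to give percent inhibition.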
yeast mec2-1 – NCI yeast anticancer drug screen, S. cerevisiae mec2-1 strain. % growth inhibition at 50 µM. 9% of 79,000 active. AID 157;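 also: 0% = growth of vehicle-only cultures of the same strain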
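Vehicle-treated cultures served as reference for growth inhibition of compound-exposed mec2-1 yeast.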
yeast rad50 – NCI yeast anticancer drug screen, S. cerevisiae rad50 strain; % growth inhibition at 50 µM; 10% of 79,000 active;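 also: 0% = growth of vehicle-only cultures of the same strain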
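Genetically altered yeast (DNA repair pathway); compound treatment; growth inhibition vs vehicle ctrl.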
yeast mlh1 rad18 – NCI yeast anticancer drug screen, S. cerevisiae mlh1 rad18 strain; growth inhibition, % at 50 µM; AID 175; 11% of 79,000 active;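 also: 0% = growth of vehicle-only cultures of the same strain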
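Growth inhibition of the yeast strain was measured after compound exposure and expressed relative to vehicle-treated controls. The strain carries defined defects in DNA damage repair.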
bub3 – NCI yeast anticancer drug screen, S. cerevisiae bub3 mutant strain; growth inhibition, % at 50 µM; 9.9% of 78,000 active; AID 167;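 also: 0% = growth of vehicle-only cultures of the same strain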
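Part of a panel of yeast mutants defective in DNA damage repair or cell cycle regulation. Each strain is grown with compound, and inhibition is calculated relative to solvent-treated cultures.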
* hit, by the source's call; . = no result given; & = joins results of further samples. Rule as the data show it: active = growth inhibition above about 70%; inactive = the rest.

SMILES	cln2 rad14	sgs1 mgt1	yeast mec2-1	yeast rad50	yeast mlh1 rad18	bub3
CN(C)S(=O)(=O)c1ccccc1C(O)(c1ccccc1)c1ccccc1 (tested in a mixture with another compound)	-5	-8	9	35	32	15
S=C(S)NC1c2ccccc2-c2ccccc21 (tested in a mixture with another compound)	28	24	26	19	20	12
CCOCCOCCOC(C)Oc1ccc(Cl)cc1 (configuration not stated)	11	-9	8	4	10	6
CCCCOCN(COCCCC)c1ccc(Cl)cc1	18	20	35	28	24	39
CC1(CC2(C)SCCCS2)SCCCS1	-2	11	-8	-1	8	-6
O=C1/C(=C\c2ccccn2)c2ccccc2N1Cc1ccccc1	17	9	1	8	22	11
CC(Nc1ncccn1)Nc1ncccn1	-30	8	2	-6	-2	-2
COC1CCC2C(C1)C(C1CCCCC1)C1CCCCC1C2C1CCCCC1 (configuration not stated)	-7	-15	8	-1	-8	-1
NC(C(=O)OC(=O)c1ccccc1)C(=O)OC(=O)c1ccccc1	18	23	13	12	15	28
O=S(=O)(c1ccccc1)C1CN=NC1c1ccccc1 (configuration not stated)	94*	74*	98*	84*	97*	88*

Next section; it opens with the seven that closed the last part.
SMILES	cln2 rad14	sgs1 mgt1	yeast mec2-1	yeast rad50	yeast mlh1 rad18	bub3
CCCCOCN(COCCCC)c1ccc(Cl)cc1	18	20	35	28	24	39
CC1(CC2(C)SCCCS2)SCCCS1	-2	11	-8	-1	8	-6
O=C1/C(=C\c2ccccn2)c2ccccc2N1Cc1ccccc1	17	9	1	8	22	11
CC(Nc1ncccn1)Nc1ncccn1	-30	8	2	-6	-2	-2
COC1CCC2C(C1)C(C1CCCCC1)C1CCCCC1C2C1CCCCC1 (configuration not stated)	-7	-15	8	-1	-8	-1
NC(C(=O)OC(=O)c1ccccc1)C(=O)OC(=O)c1ccccc1	18	23	13	12	15	28
O=S(=O)(c1ccccc1)C1CN=NC1c1ccccc1 (configuration not stated)	94*	74*	98*	84*	97*	88*
CC(O)COc1ccccc1Cl (configuration not stated)	-47	16	-2	5	7	0
COc1cc2c(cc1O)[C@@H]1Cc3c(cc(OC)c(OC)c3Oc3cc4c(cc3OC)CCN(C)[C@@H]4Cc3ccc(O)cc3)[C@H](C2)N1C	12	0	9	15	-56	-10
Cc1cc(O)c2c(c1O)C(=O)C13C(=C2O)C(=O)C2C(O)C1C1C(O)C3C(=O)C3=C(O)c4c(O)cc(C)c(O)c4C(=O)C321 (configuration not stated)	30	79*	85*	77*	63	77*
CC(=O)c1c2c(cc3c1CC1(C3)Cc3cc4c(c(C(C)=O)c3C1)CCC4)CCC2	-5	-4	-31	-22	-31	-3
O=c1oc2c/c(=C\c3ccccc3)c(=O)c3cccc1c3-2	87*	81*	89*	84*	79*	87*
CC(=O)c1cccc2c(C(C)=O)cccc12	-20	15	-5	5	-15	3
O=C1CSC(c2ccccc2[N+](=O)[O-])N1c1ccc(-n2c(-c3ccccc3)nc3ccccc3c2=O)cc1 (configuration not stated)	-16	-4	-10	-9	8	13
O=c1c2c(nc3n1CCC3)sc1c(O)c(Br)ccc12	-25	-47	-27	-45	-52	-40
CN(C)C(=S)Nc1ccc(S(=O)(=O)N2CCCCC2)cc1	1	-3	-28	-8	-8	-16
Cc1ccc(S(=O)(=O)N/N=C/c2cccc([N+](=O)[O-])c2O)cc1	-25	-8	-4	10	13	-9
NS(=O)(=O)c1ccccc1	-28	8	19	25	15	12
COC(=O)CCCC(=O)NC1=C(Nc2ccc(OC)cc2)C(=O)c2ccccc2C1=O	16	12	15	29	29	30
O=C1CCCCC1O (configuration not stated)	0	-15	-51	-18	-26	-14
CNC(=O)C1CCC(=O)N1CN(C(C)=O)c1ccccc1 (configuration not stated)	14	-13	14	4	-63	-14
COc1cc(/C=C/C(=O)O)cc(OC)c1OC	6	13	-2	-5	11	11
O=C(NCN1CCOCC1)Nc1ccccc1	-24	-2	1	8	2	-7
COc1cc([N+](=O)[O-])cc(C=O)c1O	-67	1	28	7	12	-39
COc1ccc(C2=Nn3c(nc4sc(C)c(C)c4c3=O)SC2)cc1	19	-4	-8	2	-14	3
Cc1nc(-n2nc(-c3ccccc3)cc2-c2ccccc2)sc1C(=O)/C=C/c1ccc([N+](=O)[O-])cc1	1	8	5	2	9	34
O=[N+]([O-])c1cccc(-c2ccccc2Cl)c1	-18	29	26	21	30	-1
Nc1nc(N)c2nc3c(nc2n1)C(=O)N(c1ccc(C(=O)NC(CCC(=O)O)C(=O)O)cc1)C3 (configuration not stated)	-14	-11	-10	8	9	-4
CCNC(=O)NCCN1CCOCC1	-75	-3	-8	-4	-2	7
Clc1ccc2c(c1)C(=P(c1ccccc1)(c1ccccc1)c1ccccc1)c1cc(Cl)cc(Cl)c1-2	51	67	53	84*	65	39
COC(=O)CNC(=O)C(F)(F)F	76*	72*	68	82*	80*	59
O=S(=O)(O)NNc1ccc(N=Nc2ccccc2)cc1	11	-4	-13	0	5	-1
CC(C)c1cccc(C(C)C)c1NC(=O)C(=O)Cc1nc2ccc([N+](=O)[O-])cc2[nH]c1=O	25	35	20	27	41	25
CC1(C)OC(=O)C(=Cc2cccc3ccc4ccccc4c23)C(=O)O1	-17	9	18	32	41	41
CCCCn1cnc2c(N)ncnc21	-18	-5	-8	0	-16	1
Cc1ccc(C(=O)C(C)(C)C)c(C)c1	1	6	-7	13	12	2
CC1(c2nc3ccccc3[nH]2)CCC(C(=O)O)C(C)(C)O1 (configuration not stated)	16	-18	-11	2	-33	-20
CC1CCC2C(C(=O)O[C@H]3C4C=CO[C@@H](OC5OC(CO)C(O)C(O)C5O)C4[C@@]4(CO)O[C@@H]34)=CO[C@@H](OC3OC(CO)C(O)C(O)C3O)C12 (some centres not stated)	4	-19	-33	-12	-11	-13
CCOC(=O)c1ccncc1	-4	22	-1	24	6	-2
O=C1C(=O)c2ccccc2C(O)=C1CCCc1ccc2c(c1)CCC2	4	-1	-7	6	-7	-9
CC(C)=Cc1ccccc1	17	3	-32	-14	-4	6
CCOC(=O)/C(C#N)=C\c1ccco1	0	-14	-13	18	10	-6
N#CC(CC(=O)NN)C(=O)NN (configuration not stated)	-12	-21	-9	-20	-22	-39
Cc1cccc2ccc(-c3cc4ccccc4s3)nc12	-88	-3	-15	-6	-21	-10
Cn1c(=O)c2c([nH]c(=S)n2C)n(C)c1=O	-22	-2	2	-21	-28	-23
COc1cc(CC2c3cc(OC)c(OC)cc3CCN2C)ccc1O (configuration not stated)	-9	-6	-18	-22	-3	-16
NC(Cc1ccccc1CP(=O)(O)O)C(=O)O (configuration not stated)	-5	-16	-41	-47	-44	-30
COc1cc(CC#N)ccc1OCc1ccccc1	6	11	12	2	1	-5
COC1=CC2=C3[C@H](Cc4cc5c(c(c4)Oc4ccc(cc4)C[C@H]4c6cc7c(cc6CCN4C)OCC3(O7)C1=O)OCO5)N(C)CC2 (some centres not stated)	-1	-7	-4	4	-10	1
CC(=O)CC1CCc2ccc3ccccc3c2C1c1cccc2ccccc12 (configuration not stated)	26	-7	8	2	25	2
C=CCOc1nc2c(c(=O)n(C)c(=O)n2C)n1C	33	-7	17	43	11	14
C=CCSc1nnnn1-c1c(C)cccc1C	17	-3	-30	-18	-2	-23
Cc1cc(=O)[nH]c(NN2C(Cl)C(=O)C2c2ccc(O)cc2)n1 (configuration not stated)	54	80*	67	82*	71*	78*
C=C/C=C\C=O	-6	-8	10	-6	-26	-3
O=C(c1ccc(Cl)cc1)c1onc(-c2ccccc2)c1-c1ccccc1	-44	0	0	-14	-3	-9
CCOCCN(CC)C(c1ccccc1)C(O)c1ccccc1 (configuration not stated)	50	2	2	-3	12	-4
CCC(=O)N1C(=O)C(C)C23c4cccc([N+](=O)[O-])c4C(=O)N2CCCN13 (configuration not stated)	16	-6	4	14	18	-8

Overlap with the part before: 2 entries; new compounds follow.
SMILES	cln2 rad14	sgs1 mgt1	yeast mec2-1	yeast rad50	yeast mlh1 rad18	bub3
CCOCCN(CC)C(c1ccccc1)C(O)c1ccccc1 (configuration not stated)	50	2	2	-3	12	-4
CCC(=O)N1C(=O)C(C)C23c4cccc([N+](=O)[O-])c4C(=O)N2CCCN13 (configuration not stated)	16	-6	4	14	18	-8
CC(=O)OC1CC2(CO2)C2CC3OC3(C)C2C2OC(=O)C(C)C12 (configuration not stated)	-3	25	15	2	16	14
CC(=O)C1CC(C)([N+](=O)[O-])CCC1(C)O (configuration not stated)	-10	-1	-10	-22	13	-8
CSc1sc2ccc(S(=O)(=O)O)cc2[n+]1C	-4	16	-7	24	10	-2
CC(C)(O)c1ccccc1N	19	-2	-36	11	17	-14
O=C(Nc1cc(Cl)c(I)cc1Cl)C(F)(F)F	-8	30	11	55	19	7
Nc1n[nH]c2ccccc12	45&21	-13&20	-21&11	3&24	-28&26	-15&12
C=CCN1/C(=C/C=C\c2sc3ccccc3[n+]2CC=C)Sc2ccccc21	94*	94*	94*	92*	92*	92*
Oc1ccc2ccccc2c1C(c1ccccc1)N1CCOCC1 (configuration not stated)	-25	-6	-11	-2	-15	-12
CCC(C)C(C)(CO)CO (configuration not stated)	20	-4	-21	2	26	-14
Cc1cc(C)c(N)cc1C	-43	-20	13	4	-2	-2
CCOS(=O)(=O)c1ccc(C(=O)O)cc1	27	21	8	-2	17	-1
Cc1ccc(NC(=O)CCCC(=O)C(C#N)c2c(Cl)cccc2Cl)cc1C (configuration not stated)	20	13	-4	28	15	4
CC1CCC(NCCOC(=O)c2ccc([N+](=O)[O-])cc2)CC1 (configuration not stated)	32	55	-3	71*	43	18
Cc1ccc(Nc2cc(Cl)nc(N)n2)cc1	-11	-7	-14	-24	-1	-14
O=[N+]([O-])c1ncn(C2OC(CO)C(O)C2O)c1Br (configuration not stated)	7	-22	8	0	7	5
CC(=O)NC(Cc1c[nH]c2ccccc12)C(=O)Oc1ccc([N+](=O)[O-])cc1 (configuration not stated)	13	25	23	-9	18	9
O=C(c1ccccc1)N(Cl)c1ccccc1	-27	0	2	-8	-7	-18
CN(C)CCC(=O)[C@@]1(O)CC[C@H]2[C@@H]3CC=C4C[C@@H](O)CC[C@]4(C)[C@H]3CC[C@@]21C	-18	58	75*	44	66	49
CCOC(=O)NC(C(=O)OC)C(=O)OC	.	.	-23	-16	-17	.
OCC1CSCC1CO (configuration not stated)	15	-5	13	9	4	12
FC(F)(F)c1cc(-c2ccc(C3Nc4ccccc4-n4cccc43)o2)cc(C(F)(F)F)c1 (configuration not stated)	7	24	-23	12	30	25
N#C/C(=C/NC(=O)NC1CCCCC1)C(=O)NN	9	4	-23	6	15	10
CC(=O)Oc1ccccc1[C@H]1CC(=O)C[C@H](c2ccccc2OC(C)=O)C12C(=O)c1ccccc1C2=O	30	-8	-18	-13	9	-17
CCCCCCCCCCCC(=O)c1c(O)c2ccccc2oc1=O	22	71*	44	54	68	44

One compound at a time, from the list above.
Shown for FC(F)(F)c1cc(-c2ccc(C3Nc4ccccc4-n4cccc43)o2)cc(C(F)(F)F)c1 (configuration not stated) = cln2 rad14: 7; sgs1 mgt1: 24; yeast mec2-1: -23; yeast rad50: 12; yeast mlh1 rad18: 30; bub3: 25
Shown for CCCCCCCCCCCC(=O)c1c(O)c2ccccc2oc1=O = cln2 rad14: 22; sgs1 mgt1: 71*; yeast mec2-1: 44; yeast rad50: 54; yeast mlh1 rad18: 68; bub3: 44

Rows were taken by chance; overall some 14% were active at least once.
